# Assay outcomes as filed in PubChem.
# ATG4B inh: ATG4B protease inhibitors, primary screen, biochemical, fluorescence, uHTS | 340,000 compounds, 0.51% hits | inhibition, % at 8.33 µM | ATG4B cleavage of LC3-PLA2, NBD-HPC fluorescence, 1 h; in the data active = inhibition above about 40%
# HKDC1 inh: HKDC1 hexokinase inhibitors, primary screen, biochemical, fluorescence, uHTS; Q2TB90; 340,000 compounds, 0.16% hits; recombinant HKDC1, G6PDH/diaphorase resazurin coupled fluorescence; inhibition, % at 20 µM;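 active = inhibition above about 35% when tested at 20 µM, limit read from the data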;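 note: plate controls were DMSO wells with enzyme for no effect and DMSO wells lacking enzyme for full effect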
# Target sequence (Q2TB90 whole entry, looked up): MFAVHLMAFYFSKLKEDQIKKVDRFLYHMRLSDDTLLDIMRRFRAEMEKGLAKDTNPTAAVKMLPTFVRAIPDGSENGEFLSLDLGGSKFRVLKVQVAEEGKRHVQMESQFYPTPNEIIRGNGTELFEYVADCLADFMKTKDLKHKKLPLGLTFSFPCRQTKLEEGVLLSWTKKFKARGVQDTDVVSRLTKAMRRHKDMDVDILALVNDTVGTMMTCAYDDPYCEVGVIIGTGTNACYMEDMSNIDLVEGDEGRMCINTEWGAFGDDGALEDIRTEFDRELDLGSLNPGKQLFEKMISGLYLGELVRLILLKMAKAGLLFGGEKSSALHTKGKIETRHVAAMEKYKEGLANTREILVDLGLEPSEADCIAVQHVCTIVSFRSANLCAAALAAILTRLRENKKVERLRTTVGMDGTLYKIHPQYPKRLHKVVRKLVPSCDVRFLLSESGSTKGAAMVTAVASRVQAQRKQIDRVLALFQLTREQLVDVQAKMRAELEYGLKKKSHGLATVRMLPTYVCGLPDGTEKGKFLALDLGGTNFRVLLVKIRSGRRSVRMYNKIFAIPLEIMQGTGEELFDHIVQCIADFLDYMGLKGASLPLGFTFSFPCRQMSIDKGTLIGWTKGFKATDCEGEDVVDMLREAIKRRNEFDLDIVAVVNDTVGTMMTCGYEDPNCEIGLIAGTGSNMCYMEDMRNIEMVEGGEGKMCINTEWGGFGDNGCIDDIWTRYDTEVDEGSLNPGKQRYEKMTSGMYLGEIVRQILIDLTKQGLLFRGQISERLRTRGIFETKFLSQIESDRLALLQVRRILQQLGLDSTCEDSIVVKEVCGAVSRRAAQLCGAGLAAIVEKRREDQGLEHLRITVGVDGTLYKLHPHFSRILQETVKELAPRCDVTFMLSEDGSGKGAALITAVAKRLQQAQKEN
#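 Incubation: 90 min at room temperature in dark / Material: recombinant HKDC1 (HK5) hexokinase enzyme, produced in-house / Quantity: enzyme 5 µg/mL final / Compound: one dose of 20 µM, 1% DMSO / Reagent: glucose and ATP substrates / Buffer or medium: Tris pH 8.0 buffer with MgCl2, Tween-20, BSA, BME / Technique: resorufin fluorescence at 613 nm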
# mIAP inh: inhibitors of mouse IAP, primary screen, biochemical, luminescence, uHTS; intestinal alkaline phosphatase [Mus musculus]; purified mouse IAP, CDP-Star luminescence, 30 min; inhibition, % at 10 µM; 330,000 compounds, 0.2% hits;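 active = inhibition of at least 40% at 10 µM in the primary screen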;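 note: plate controls were DMSO with enzyme for no effect and no enzyme wells for full effect; values of inactives mirror those of a sister screen read the other way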
# mIAP act: activators of mouse IAP, primary screen, biochemical, luminescence, uHTS; muIAP, CDP-Star luminescence, 30 min; stronger effect = higher value; 1 = vehicle-only enzyme signal, 0 = enzyme-free wells; activation factor at 10 µM; 330,000 compounds, 0.24% hits; intestinal alkaline phosphatase [Mus musculus];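 active = activation factor of at least 2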; note: the source names both 10 and 20 µM as test concentration; values of inactives mirror those of a sister screen read the other way
#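 Assay system: mouse IAP enzyme; reagent: chemiluminescent substrate CDP-Star; dosing: test compounds delivered from DMSO solution; schedule: 30 min at room temperature; measured by: luminescence from enzymatic CDP-Star hydrolysis; controls: DMSO-only wells and no-enzyme negative control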
# hIAP inh: human IAP inhibitors, primary screen, biochemical, luminescence, uHTS. Intestinal-type alkaline phosphatase (Homo sapiens), P09923. purified IAP, CDP-Star luminescence, 30 min. inhibition, % at 10 µM. 330,000 compounds, 0.12% hits. AID 2544, 2010;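 active = inhibition reaching a set limit with compound at 10 µM in the primary screen, cut at about 35% in these data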;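 note: plate controls were DMSO wells with enzyme for no effect and no-enzyme buffer wells for full effect; values of inactives mirror those of a sister screen read the other way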
# APOBEC3A inh: APOBEC3A ssDNA deaminase inhibitors, primary screen, selectivity assay for APOBEC3G inhibitor project, biochemical, FAM/TAMRA oligo cleavage fluorescence | inhibition, % at 20 µM | DNA dC->dU-editing enzyme APOBEC-3A (Homo sapiens), P31941 | recombinant A3A, FAM/TAMRA ssDNA deamination fluorescence | 330,000 compounds, 0.41% hits;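 active = at least 40% inhibition at 20 µM here, with at most 30% in a related deaminase screen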;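 note: plate controls were A3A with DMSO for no effect and wells lacking A3A enzyme for full effect; some results filed as inactive read as strong as hits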
# PfG6PD inh: PfG6PD enzyme inhibitors, primary screen, biochemical, fluorescence intensity, uHTS | PfGluPho enzyme, NADPH resazurin-diaphorase fluorescence | inhibition, % at 20 µM | 350,000 compounds, 0.78% hits;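 active = inhibition reaching at least a set limit at 20 µM in the primary screen, cut at about 59% in these data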;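 note: 0% = DMSO wells with substrate and 100% = DMSO wells lacking glucose-6-phosphate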
# hIAP activ: human IAP activators, primary screen, biochemical, luminescence, uHTS. Intestinal-type alkaline phosphatase (Homo sapiens), P09923. purified human IAP, CDP-Star luminescence, 30 min; stronger effect = higher value; 1 = vehicle-only enzyme, 0 = enzyme-free background. activation factor at 10 µM. 330,000 compounds, 0.16% hits;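 active = activation factor of the enzyme at least 2-fold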; note: the source names both 10 and 20 µM as test concentration; values of inactives mirror those of a sister screen read the other way
# Active calls of the source: *; / = no result given. Not a hit list; 2.4% or so of the library scored in one or more.
no.	structure	ATG4B inh	HKDC1 inh	mIAP inh	mIAP act	hIAP inh	APOBEC3A inh	PfG6PD inh	hIAP activ
1	COc1cc(SC)ccc1C(=O)OCC(=O)NC1CC1	7	-5	2	0.98	-1	1	-7	1
2	CC(C)(C)C(=O)COC(=O)CCc1nc2ccccc2[nH]c1=O	1	-6	4	0.96	-3	-2	-22	1
3	O=S1(=O)CC(O)C(N(CCO)C(=S)Nc2ccccc2)C1 (configuration not stated)	-2	-5	30	0.7	-10	-6	0	1.1
4	CC[C@]1(C(=O)OC)[C@H]2C(=O)N(Cc3ccccc3)C(=O)[C@H]2[C@H]2CN=C(SCC(=O)c3ccccc3)N21	-5	4	19	0.81	/	5	9	/
5	Cc1cc(NC(=O)COC(=O)c2n[nH]c3ccccc23)no1	-13	-2	-9	1.1	-2	-3	4	1
6	Cc1cc(C(F)(F)F)nc(Nc2nc(C)c3ccccc3n2)n1	1	-1	2	0.98	9	-2	12	0.91
7	O=C(C1=C[C@H](c2coc3ccccc3c2=O)C[C@H](OCCCCO)O1)N1CCN(Cc2ccccc2)CC1	-8	3	-13	1.1	12	76*	6	0.88
8	Cc1ccc(Cc2cnc(NC(=O)C3CCCO3)s2)cc1 (configuration not stated)	-4	-6	10	0.9	-2	0	2	1
9	COc1ccccc1C1/C(=C(/O)c2ccc(C)cc2)C(=O)C(=O)N1Cc1ccco1 (configuration not stated)	-7	21	3	0.97	7	-3	-6	0.93
10	COc1ccc(N(C(=O)c2ccncc2)S(=O)(=O)c2ccc(F)cc2)cc1	/	/	3	0.97	-18	1	/	1.2
11	C[C@@H]1CC2[C@@H]3CC[C@H]4CC(=O)CC[C@]4(C)C3=CC[C@]2(C)[C@@]1(O)C(=O)CO (some centres not stated)	17	0	-3	1	11	2	-7	0.89
12	CC(C)[C@H](NC(=O)c1ccccc1)C(=O)OCC(=O)N1CC2(C)CC1CC(C)(C)C2 (some centres not stated)	-1	10	2	0.98	19	0	-12	0.81
13	CCn1nc(C)cc1C(=O)N1CCCC(N2CCN(c3cccc(Cl)c3)CC2)C1 (configuration not stated)	/	/	-8	1.1	-4	-3	/	1
14	COc1ccc(S(=O)(=O)N2CCN(C3CC4CCC3C4)CC2)cc1 (configuration not stated)	-1	8	0	1	0	-7	0	1
15	CCCCN(Cc1cccs1)S(=O)(=O)c1csc(C(N)=O)c1	-2	3	6	0.94	3	-2	-2	0.97
16	CCNC(=O)N1CCN(CCCC(c2ccc(F)cc2)c2ccc(F)cc2)CC1	-6	5	1	0.99	8	3	11	0.92
17	CCOc1ccc(OCCOC(=O)CNC(=O)c2ccc(Cl)cc2Cl)cc1	-13	-2	-8	1.1	1	6	3	0.99
18	O=C(CCc1nc2ccccc2c(=O)[nH]1)N1CCN(S(=O)(=O)c2ccc(F)cc2)CC1	-17	4	11	0.89	13	-2	2	0.87
19	CCCc1[nH]nc2c1C(c1ccc(OC(=O)N3CCOCC3)cc1)C(C#N)=C(N)O2 (configuration not stated)	-5	7	-3	1	22	-2	4	0.78
20	CCOC(=O)C1(Cc2cccc(Cl)c2)CCCN(C(=O)c2cc(C(C)C)nn2C)C1 (configuration not stated)	4	-1	6	0.94	-29	-1	1	1.3
21	COc1ccc(/C(O)=C/c2nc3ccccc3n(-c3ccccc3)c2=O)cc1	-17	3	5	0.95	11	-15	-2	0.89
22	CCn1c(C)cc(O)c(C(=O)Nc2cccc(Cl)c2)c1=O	9	-13	5	0.95	-12	1	-33	1.1
23	COc1cccc(NC(=O)CN(C)C(=O)c2cc3c(s2)CCC(C)C3)c1 (configuration not stated)	-7	2	-4	1	6	-1	-1	0.94
24	Cc1cccc(C(=O)N2CCC(n3nnc4cc(F)ccc43)CC2)c1	-10	7	3	0.97	6	1	8	0.94
25	Oc1ccccc1-c1nc(NCc2cccnc2)c2ccccc2n1	36	-3	-5	1	-7	-3	-5	1.1

# Remaining list, next part
no.	structure	ATG4B inh	HKDC1 inh	mIAP inh	mIAP act	hIAP inh	APOBEC3A inh	PfG6PD inh	hIAP activ
26	Cn1c(SCC(=O)NC(C)(C)C)nnc1-c1cccc(NC(=O)c2ccccc2F)c1	-9	-3	2	0.98	-19	45*	15	1.2
27	Clc1ccc2[nH]cc(-c3nnnn3-c3ccc4ccccc4c3)c2c1	-9	3	0	1	-2	0	12	1
28	COc1ccc(OCc2nnc(SC3CCOC3=O)n2-c2ccccc2)cc1 (configuration not stated)	-11	-5	1	0.99	-2	2	7	1
29	CCN=C1SC(CC(=O)Nc2ccc(N3CCOCC3)cc2)C(=O)N1CC (configuration not stated)	-8	-1	-3	1	-32	-2	14	1.3
30	Cc1ccc(NC(=S)N2CCCCCC2)c(C)c1	-3	-3	-5	1.1	4	-1	14	0.96
31	Cc1csc(NC(=O)CSc2nnc(-c3ccccc3)o2)n1	4	-2	0	1	3	-5	3	0.97
32	CCNc1nc(OCCNC(C)=O)nc(N(C)C)n1	-8	3	-5	1	0	-1	4	1
33	Cc1ccc(N(CC(=O)NCc2ccco2)C(=O)CCC(=O)Nc2ccccn2)cc1C	-9	-4	-2	1	1	-1	3	0.99
34	CCOC(=O)C1=C(N)Oc2cc(O)ccc2C1c1ccc(Br)cc1 (configuration not stated)	-8	-4	3	0.97	-24	-5	14	1.2
35	CN(CCC#N)CC(=O)Nc1ccc(NC(=O)CN(C)CCC#N)cc1	-1	-6	1	0.99	-1	1	6	1
36	COc1ccc(-n2c(Cc3cccn3C)nnc2SCC(=O)NCc2ccc(F)cc2)cc1	0	-7	1	0.99	5	2	15	0.95
37	Cc1ccc(C)c(N2CCN(C(=O)c3cccn4c(=O)c5sccc5nc34)CC2)c1	-10	-2	-3	1	0	-6	0	1
38	Cc1nn(CC(=O)NCc2ccccc2F)c(C)c1[N+](=O)[O-]	6	2	8	0.92	16	-4	-7	0.84
39	O=C(NCCc1ccccc1)c1ccc(Cl)nc1	-1	-4	-2	1	3	-3	4	0.97
40	CCOC(=O)c1cccc(NC(=O)CSc2nnc(CNc3ccc(C)cc3)n2CC)c1	6	13	4	0.96	-5	-8	16	1.1
41	CCOC(=O)N1CCN(c2c(NCc3ccc(Cl)cc3)c(=O)c2=O)CC1	-11	-1	7	0.93	4	-2	14	0.96
42	NC(=S)c1ncc(C(F)(F)F)cc1Cl	-2	-4	5	0.95	6	-3	1	0.94
43	COC(C[C@H](O)C[C@@H](O)COCc1ccccc1)OC	19	0	-9	1.1	-6	-2	-16	1.1
44	Cc1cc(-c2nc(C)c(C(=O)NNS(=O)(=O)c3ccccc3)s2)no1	4	-2	5	0.95	-4	1	6	1
45	O=[N+]([O-])c1nn(-c2ccc3c(c2)OCCO3)n(O)c1=NCc1ccc(F)cc1Cl	-1	0	2	0.97	4	-1	22	0.96
46	O=C(CSc1nncs1)Nc1ccc(N2CCCCC2)cc1	-11	-3	11	0.89	10	-7	3	0.9
47	CCn1nccc1C(=O)Nc1ccc(Cl)c(Cl)c1	14	2	-8	1.1	12	0	0	0.88
48	COc1ccc(C2CC(c3cccs3)=NN2C(=O)CSc2nnc(N)s2)cc1OC (configuration not stated)	5	0	0	1	-6	3	-21	1.1
49	CCOc1ccc(NS(=O)(=O)c2ccc(-c3cnc(C4CC4)o3)cc2)cc1	-19	3	-2	1	-9	-3	-2	1.1
50	COc1ccc(-c2csc3ncnc(N4CCN(c5ccccc5OC)CC4)c23)cc1	-9	2	3	0.97	5	0	12	0.95

# As entered above.
# mIAP inh, Cc1nn(CC(=O)NCc2ccccc2F)c(C)c1[N+](=O)[O-] reads 8
# mIAP act, Clc1ccc2[nH]cc(-c3nnnn3-c3ccc4ccccc4c3)c2c1 reads 1

# Other records:
no.	structure	ATG4B inh	HKDC1 inh	mIAP inh	mIAP act	hIAP inh	APOBEC3A inh	PfG6PD inh	hIAP activ
51	CC(C)n1cc(NC(=O)C2CC(c3cccc(Br)c3)=NO2)cn1 (configuration not stated)	-19	0	-3	1	10	-1	-16	0.9
52	Oc1ccccc1C1=NN(c2ccccc2)C(c2ccc(F)cc2)C1 (configuration not stated)	-7	-2	-15	1.1	6	2	18	0.94
53	Cc1onc(-c2ccccc2)c1C(=O)Nc1cccc(S(=O)(=O)NC2=NCCC2)c1	-3	1	4	0.96	14	-4	1	0.86
54	O=C(CCCCCNC(=O)c1ccccc1)C[N+](=O)[O-]	-5	-3	-2	1	-4	4	1	1
55	COc1ccc(OC)c(CCNC(=O)c2ccc(NC3=NC4CS(=O)(=O)CC4S3)cc2)c1 (configuration not stated)	-5	-6	-12	1.1	-14	-6	-4	1.1
56	CN(c1ccccc1)S(=O)(=O)c1cc(C(=O)OCC(N)=O)ccc1Cl	-6	11	2	0.97	-2	4	11	1
57	O=S(=O)(NC1CC1)c1ccccc1	0	-8	2	0.98	-4	-3	3	1
58	O=C(Cc1cccs1)Nc1ccc(F)c(F)c1	2	-1	-6	1.1	-11	0	11	1.1
59	CC(C)(C)c1ccc(OCC(=O)NC2CCS(=O)(=O)C2)cc1 (configuration not stated)	-8	-7	3	0.97	20	0	3	0.81
60	CCCCN(Cc1ccc(C(=O)N[C@H](C(=O)O)C(C)C)cc1)C(=O)C(c1ccccc1)c1ccccc1	-9	1	4	0.96	-2	0	-7	1
61	COC(=O)c1cc(OC)c(OC)cc1N1C(=O)CCCC1=O	2	-5	-1	1	14	2	13	0.86
62	Cn1nccc1NC(=O)NC(=O)c1c(Cl)cccc1Cl	-2	-6	5	0.95	10	-4	-18	0.9
63	Cc1[nH]c(C)c(S(=O)(=O)N(C)Cc2ccccc2)c1C(=O)N1CCCC1	5	-4	-5	1.1	11	2	-14	0.89
64	CCC(=O)NCCNc1nc2cc(C)cc(C)c2cc1C#N	-7	-3	-10	1.1	7	4	1	0.93
65	O=C(COC(=O)c1ccccc1SCC(=O)N1CCCC1)Nc1ccc(OC(F)F)cc1	-3	3	-1	1	0	0	-5	1
66	Cc1ccc(N2CN(Cc3cccnc3)CNC2=S)cc1	-6	3	-2	1	2	-3	-6	0.98
67	O=C(CN1CCC(C(=O)c2cccc(F)c2)CC1)NCc1cccs1	-1	7	1	0.99	7	0	-4	0.93
68	CC1CC(C)CN(C(=O)COC(=O)c2cc(S(=O)(=O)N3CCOCC3)ccc2F)C1 (configuration not stated)	1	-4	6	0.94	1	-3	7	0.99
69	O=C(O)CCC(=O)NCc1ccc(C(=O)O)cc1	-5	-1	-4	1	-3	2	8	1
70	Cc1ccc(-c2cc(C(=O)N3CCC(C)CC3)c3ccccc3n2)cc1	11	1	6	0.94	-18	-2	4	1.2
71	Cc1ccccc1NC(=O)N(C(C)C)C(C)C	1	-7	-2	1	5	83*	-1	0.95
72	CCCCNC(=O)COC(=O)c1cc(Br)ccc1Cl	-4	13	-10	1.1	-7	-3	-4	1.1
